Source: PubChem BioAssay (several laboratories)
NFkB transloc pot: enhances IL-1B driven NFkB nuclear translocation | activation, % at 2 µM | hit rate 0.3% among 94,000 | AID 819 | HUVEC IL-1B NFkB p65 nuclear translocation imaging;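 active means activation above 40%, about the mean plus 3 SD, also judged a hit on visual image review; inconclusive means activation above 40% but not a hit on visual review; inactive means activation not above 40% and no visual hit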;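 further: percent activation is computed from the nuclear over cytoplasmic p65 intensity ratio; values of inactives mirror those of a sister screen read the other way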
NFkB transloc inh: blocks IL-1B driven NFkB nuclear translocation in HUVEC cells; inhibition, % at 2 µM; HUVEC IL-1B NFkB p65 nuclear translocation imaging; hit rate 0.43% among 94,000;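 active means inhibition above about 30% together with a positive call from visual inspection of the well image, limit read from the data; inconclusive means inhibition above a set limit but visual check negative; inactive means inhibition not above a set limit, visual check negative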;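 further: nuclear over cytoplasmic p65 intensity ratio measured by imaging; 0% = IL-1B stimulated DMSO wells and 100% = unstimulated DMSO wells; values of inactives mirror those of a sister screen read the other way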
MRP reversal: compounds reversing MRP-mediated drug resistance; H69AR cells + 2 uM doxorubicin, CellTiter-Glo, 72 h; differential viability (reversal), % at 10 µM; hit rate 0.04% among 85,000; AID 602;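 active means viability drop by adding the cancer drug above about 55%, with treated viability meeting a 40% cutoff, limit read from the data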;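 further: viability without doxorubicin minus viability with 2 µM doxorubicin for each compound; larger differential means the compound sensitizes cells more to doxorubicin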
PLAP inhibitors HTS: PLAP enzyme inhibitors, biochemical, luminescence, HTS (AID 690). hit rate 0.08% among 96,000. purified PLAP, luminescent substrate; higher % means a stronger effect. one-dose inhibition, % at 20 µM; IC50 in µM for titrated hits; in the data active means a potency from the dose series; inactive means the rest, 99 in 100 with inhibition below about 30%; further: strong numbers were not always called active
Bcl-B displacement: displacers of TR3 peptide from Bcl-B, primary screen, selectivity assay for Bfl-1 inhibitor project, biochemical, fluorescence polarization. one-dose displacement, % at 20 µM; IC50 in µM for titrated hits. hit rate 0.11% among 96,000. FP displacement of FITC-TR3 peptide from Bcl-B; higher % means a stronger effect. AID 748;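 active means displacement above 50% at 20 µM plus a fluorescence interference ratio under 1.5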;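 further: plate controls were wells without compound for no effect and wells lacking Bcl-B protein for full effect; a part of the inactive calls stands beside numbers as strong as those of hits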
MRP reversal cytotoxicity: recorded beside MRP reversal, whose call it bears; viability, %; H69AR cells, CellTiter-Glo, 72 h; measured here: cytotoxicity without doxorubicin
MRP reversal with doxorubicin: further read-out of MRP reversal, marked with its call; viability, %; measured here: viability with 2 uM doxorubicin; hits give low values
NFkB transloc inh cell count 2 µM: recorded beside NFkB transloc inh, whose call it bears; cell count; measured here: cells passing quality filter;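 raw number of nuclei counted in each imaged well without normalization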
NFkB transloc pot cell count 2 µM: recorded beside NFkB transloc pot, whose call it bears; cell count; measured here: cells passing quality filter
* hit, by the source's call; ? = inconclusive; . = not tested or not shown. A portion of the library. The share of hits here may be higher or lower than overall.

SMILES	NFkB transloc pot	NFkB transloc pot cell count 2 µM	NFkB transloc inh	NFkB transloc inh cell count 2 µM	MRP reversal	MRP reversal cytotoxicity	MRP reversal with doxorubicin	PLAP inhibitors HTS	Bcl-B displacement
CCCc1cc(C(=O)NCc2ccc(OC)cc2)no1	13	67	-13	67	24	108	84	18%	1%
COc1cccc2[nH]c3c(N4CCN(Cc5ccc6c(c5)OCO6)CC4)ncnc3c12	-2	184	2	184	-7	40	46	-114%	-65%
Nc1ccc2oc(-c3cccc4ccccc34)nc2c1	-16	80	16	80	5	83	78	5%	-18%
O=C(CSc1ccc2nnc(-c3cccnc3)n2n1)N1CCOCC1	5	64	-5	64	3	94	91	5%	13%
COc1ccc(C2/C(=C(/O)c3ccc(C)cc3)C(=O)C(=O)N2C)cc1 (stereo not drawn)	14	121	-14	121	3	99	96	11%	-9%
O=C(Nc1ccc(-c2nc3ccccc3o2)cc1)c1cc(-n2cnnc2)ccc1Cl	23	167	-23	167	5	74	69	.	.
CN(C(=O)c1cccs1)c1ccccc1C(=O)O	-11	126	11	126	-6	101	107	-15%	-2%
Cc1cc(NC(=O)c2cc(C3CC3)on2)n(-c2ccccc2)n1	1	75	-1	75	.	.	.	-22%	8%
O=C(COc1ccccc1Cl)Nn1cnnc1	21	196	-21	196	16	98	82	-4%	-4%
N/C(=N\O)C1COc2ccccc2O1 (stereo not drawn)	12	109	-12	109	3	96	94	6%	-1%
O=C(NC1=NCCS1)c1csc2ccccc12	.	.	.	.	4	93	89	1%	-7%
O=C(NCC(c1cccs1)N1CCOCC1)c1ccc(Br)o1 (stereo not drawn)	21	119	-21	119	-24	23	47	20%	-5%
COc1cc(S(=O)(=O)N2CCOCC2)ccc1NC(=O)COC(=O)C12CC3CC(CC(C3)C1)C2	9	128	-9	128	13	84	71	0%	-1%
O=C(CSc1ccc2nnc(-c3ccccn3)n2n1)N1CCN(c2ccccc2)CC1	6	55	-6	55	-8	79	87	-27%	9%
COc1cc2cc(C(c3nnnn3C(C)(C)C)N3CCc4ccccc4C3)c(=O)[nH]c2cc1OC (stereo not drawn)	-10	130	10	130	10	55	45	-63%	-24%
CC(=O)Nn1cnc2c(c1=O)C1(CCCCC1)Cc1ccccc1-2	4	103	-4	103	-3	79	82	-36%	-4%
c1ccc(-c2noc(C34CC5CC(CC(C5)C3)C4)n2)cc1	-2	187	2	187	32	93	60	15%	-1%
CC(=O)Nc1ccccc1C(=O)C(=O)Nc1ccc(F)cc1	4	188	-4	188	.	.	.	25%	1%
COc1ccc(NCCNc2ccc(OC)cc2)cc1	-22	130	22	130	.	.	.	8%	-1%
CCCCCCc1nnc(NC(=O)OCC)s1	-5	206	6	206	8	107	99	-17%	-4%
O=C(c1ccco1)N1CCN(c2ccc(Cl)cc2)CC1	-6	133	6	133	7	94	87	10%	0%
COC(=O)c1c(NC(=O)c2nc3ccccc3s2)sc2c1CCN(C(C)=O)C2	16	167	-16	167	-10	44	54	-105%	5%
O=C(N/N=C/c1ccc(OCC(=O)N2CCCCC2)cc1)c1ccccc1	-21	100	21	100	.	.	.	2%	-4%
Cc1n[nH]c(C)c1S(=O)(=O)N1CCN(c2ccccn2)CC1	-7	60	7	60	13	97	84	2%	-10%
Cc1ccc(C(=O)Nc2ncc(Cc3ccc(F)cc3)s2)o1	-2	195	2	195	-14	89	103	-15%	-13%
Cc1csc(NC(=O)C2CCCN(S(=O)(=O)c3ccc4c(c3)oc(=O)n4C)C2)n1 (stereo not drawn)	5	201	-5	201	1	86	84	-47%	-7%
Cc1cc(C)n(-c2nc(C)nc3sc4c(c23)CCC(C)C4)n1 (stereo not drawn)	2	142	-2	142	.	.	.	-5%	0%
Cc1cc(C)nc(CC(N)=O)n1	7	97	-7	97	5	98	93	19%	-2%
c1ccc(N2CCN(c3ncccn3)CC2)cc1	2	156	-2	156	-5	91	96	-8%	-2%
CC1(C)Cc2c(c(-c3ccccc3)[nH]c(=O)c2C#N)CO1	-3	190	3	190	0	90	90	0%	0%
O=C1c2ccccc2C(=O)N1Cc1ccc2c(c1)OCO2	11	146	-11	146	1	100	99	15%	-13%
COC(=O)c1ccc(C(=O)OC)c(NC(=O)CS(=O)(=O)Cc2ccccc2)c1	2	169	-2	169	.	.	.	5%	0%
CNS(=O)(=O)c1cnccc1N1CCN(c2cccc(C(F)(F)F)c2)CC1	-14	158	14	158	.	.	.	-11%	4%
CN(Cc1ccccc1)S(=O)(=O)c1ccc(S(=O)(=O)N2CCN(CCC#N)CC2)cc1	?	.	-62	69	-10	100	111	.	.
O=C(c1ccc(F)cc1)N1CCN(c2cc(=O)[nH]nc2-c2ccccc2)CC1	-4	143	4	143	.	.	.	-19%	-2%
COc1ccc2[nH]c(=O)c(CN(C)C(=O)C3CCCCC3)cc2c1	-7	89	7	89	-11	81	91	-9%	-4%
Cc1c(F)cccc1NC(=O)CSCC(=O)Nc1ccccc1	-5	73	5	73	3	100	97	15%	3%
CC(Cl)C(=O)c1c(N)n(C)c(=O)n(C)c1=O (stereo not drawn)	-3	126	3	126	.	.	.	-5%	-9%
CC(C)c1ccc(NS(=O)(=O)c2ccc3[nH]cc(C(=O)N4CCC(C(N)=O)CC4)c(=O)c3c2)cc1	3	113	-3	113	-8	84	92	-8%	13%
N#C/C=C1\Sc2ccccc2C(=O)N1CC(=O)N1CCN(S(=O)(=O)c2ccccc2)CC1	.	.	.	.	12	69	57	-1%	-3%
CCCCOC(=O)Nc1cc(C(=O)OC)ccc1C(=O)OC	.	.	.	.	2	103	100	15%	-10%
COc1cccc(N2CC(C(=O)Nc3c(C)cccc3C)CC2=O)c1 (stereo not drawn)	-6	98	6	98	2	84	82	.	.
CCN1CCCC1CNC(=O)Cn1cnc2ccc(S(=O)(=O)N3CCC(C)CC3)cc2c1=O (stereo not drawn)	-1	154	1	154	2	85	83	-51%	-1%
Cc1ccccc1CSCCNC(=O)CSCc1ccc([N+](=O)[O-])cc1	8	176	-8	176	.	.	.	13%	-2%
COC(=O)C1=C(N)OC2=C(C(=O)CC(C)(C)C2)C1c1ccoc1 (stereo not drawn)	22	130	-22	130	32	104	72	-14%	11%
CNc1nc2c(C)cccn2c(=O)c1C=NCc1ccccc1	12	150	-12	150	-1	72	73	-44%	-1%
O=C1c2cccc(Cl)c2C(=O)c2c1cccc2N1CCCC1	-11	132	11	132	.	.	.	.	.
COc1ccc(N2C(=O)C3C4C=CC(C4)C3C2=O)nn1 (stereo not drawn)	10	150	-10	150	0	96	96	9%	-5%

Rewritten as comma-separated lines: entries from further up
smiles,NFkB transloc pot,NFkB transloc pot cell count 2 µM,NFkB transloc inh,NFkB transloc inh cell count 2 µM,MRP reversal,MRP reversal cytotoxicity,MRP reversal with doxorubicin,PLAP inhibitors HTS,Bcl-B displacement
c1ccc(N2CCN(c3ncccn3)CC2)cc1,2,156,-2,156,-5,91,96,-8%,-2%
CC1(C)Cc2c(c(-c3ccccc3)[nH]c(=O)c2C#N)CO1,-3,190,3,190,0,90,90,0%,0%
O=C1c2ccccc2C(=O)N1Cc1ccc2c(c1)OCO2,11,146,-11,146,1,100,99,15%,-13%
COC(=O)c1ccc(C(=O)OC)c(NC(=O)CS(=O)(=O)Cc2ccccc2)c1,2,169,-2,169,.,.,.,5%,0%
CNS(=O)(=O)c1cnccc1N1CCN(c2cccc(C(F)(F)F)c2)CC1,-14,158,14,158,.,.,.,-11%,4%
CN(Cc1ccccc1)S(=O)(=O)c1ccc(S(=O)(=O)N2CCN(CCC#N)CC2)cc1,?,.,-62,69,-10,100,111,.,.
O=C(c1ccc(F)cc1)N1CCN(c2cc(=O)[nH]nc2-c2ccccc2)CC1,-4,143,4,143,.,.,.,-19%,-2%
COc1ccc2[nH]c(=O)c(CN(C)C(=O)C3CCCCC3)cc2c1,-7,89,7,89,-11,81,91,-9%,-4%
Cc1c(F)cccc1NC(=O)CSCC(=O)Nc1ccccc1,-5,73,5,73,3,100,97,15%,3%
CC(Cl)C(=O)c1c(N)n(C)c(=O)n(C)c1=O (stereo not drawn),-3,126,3,126,.,.,.,-5%,-9%
CC(C)c1ccc(NS(=O)(=O)c2ccc3[nH]cc(C(=O)N4CCC(C(N)=O)CC4)c(=O)c3c2)cc1,3,113,-3,113,-8,84,92,-8%,13%
N#C/C=C1\Sc2ccccc2C(=O)N1CC(=O)N1CCN(S(=O)(=O)c2ccccc2)CC1,.,.,.,.,12,69,57,-1%,-3%
CCCCOC(=O)Nc1cc(C(=O)OC)ccc1C(=O)OC,.,.,.,.,2,103,100,15%,-10%
COc1cccc(N2CC(C(=O)Nc3c(C)cccc3C)CC2=O)c1 (stereo not drawn),-6,98,6,98,2,84,82,.,.
CCN1CCCC1CNC(=O)Cn1cnc2ccc(S(=O)(=O)N3CCC(C)CC3)cc2c1=O (stereo not drawn),-1,154,1,154,2,85,83,-51%,-1%
Cc1ccccc1CSCCNC(=O)CSCc1ccc([N+](=O)[O-])cc1,8,176,-8,176,.,.,.,13%,-2%
COC(=O)C1=C(N)OC2=C(C(=O)CC(C)(C)C2)C1c1ccoc1 (stereo not drawn),22,130,-22,130,32,104,72,-14%,11%
CNc1nc2c(C)cccn2c(=O)c1C=NCc1ccccc1,12,150,-12,150,-1,72,73,-44%,-1%
O=C1c2cccc(Cl)c2C(=O)c2c1cccc2N1CCCC1,-11,132,11,132,.,.,.,.,.
COc1ccc(N2C(=O)C3C4C=CC(C4)C3C2=O)nn1 (stereo not drawn),10,150,-10,150,0,96,96,9%,-5%

(next part)
SMILES	NFkB transloc pot	NFkB transloc pot cell count 2 µM	NFkB transloc inh	NFkB transloc inh cell count 2 µM	MRP reversal	MRP reversal cytotoxicity	MRP reversal with doxorubicin	PLAP inhibitors HTS	Bcl-B displacement
CCCc1cc(C(=O)Nc2sc(C(C)=O)c(C)c2C(=O)OCC)no1	-10	43	10	43	.	.	.	-20%	0%
CC1CN(C(=O)/C=C/c2cccc([N+](=O)[O-])c2)CC(C)O1 (stereo not drawn)	-4	125	4	125	.	.	.	.	.
CN1CCN(NC(=O)c2cc([N+](=O)[O-])cc([N+](=O)[O-])c2)CC1	2	118	-2	118	.	.	.	2%	2%
CNC(=O)/C(=N\O)c1ccccc1	.	.	.	.	3	102	99	0%	2%
CC(C)[C@H](NC(=O)c1ccccc1)C(=O)OCC(=O)c1ccc2c(c1)NC(=O)CO2	9	156	-9	156	.	.	.	-45%	-8%
CN(C)c1ccc(/C(=N\O)c2ccccc2)cc1	-3	117	3	117	-7	96	103	17%	-6%
CCc1ccccc1N1CSC2=C(C#N)C(c3ccccc3F)CC(=O)N2C1 (stereo not drawn)	-1	180	1	180	-21	29	49	-30%	-50%
Cc1ccc(S(=O)(=O)O)c(C)c1N1CCCC1=O	5	154	-5	154	-11	92	103	12%	-8%
O=S(=O)(c1ccc(N2CCC(c3ccc(Cl)cc3)=N2)cc1)N(CCO)CCO	-1	51	0	51	-15	13	27	-125%	-4%
Cc1ccc(Cn2c(SCc3cccnc3)nc3c2c(=O)n(C)c(=O)n3C)cc1	-6	77	6	77	11	101	90	-3%	8%
O=[N+]([O-])c1ccc(N/N=C/c2cn(-c3ccccc3)nc2-c2ccccc2)cc1	3	128	-3	128	.	.	.	24%	-9%
CC1CCCN(CC(O)COc2ccc(Cl)cc2)C1 (stereo not drawn)	.	.	.	.	5	98	93	-8%	-4%
Cc1cccc(NCc2ccccc2O)c1C	27	75	-24	75	-3	95	97	8%	-3%
O=C1C2C(C(=O)N1Cc1ccco1)C1C=CC2C12CC2 (stereo not drawn)	.	.	.	.	.	.	.	-2%	-1%
C/C(=N\O)c1ccc2[nH]ccc2c1	-14	135	14	135	.	.	.	16%	6%
Cc1noc(C)c1COC(=O)Cc1ccc(Cl)c(Cl)c1	1	189	-1	189	18	105	86	11%	-1%
